PP5 primary: blocks human protein phosphatase 5 activity | purified PP5c, OMFP substrate fluorescence | AID 1987 | P53041 | 320,000 tested, 0.18% active | inhibition, % at 6.7 µM;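 active means inhibition above the campaign's mean inhibition across all tested compounds plus 3 SD, cut at about 9.5% in these data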;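 further: 0% = DMSO only and 100% = 100 µM cantharidin control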
Target sequence (P53041 whole entry, looked up): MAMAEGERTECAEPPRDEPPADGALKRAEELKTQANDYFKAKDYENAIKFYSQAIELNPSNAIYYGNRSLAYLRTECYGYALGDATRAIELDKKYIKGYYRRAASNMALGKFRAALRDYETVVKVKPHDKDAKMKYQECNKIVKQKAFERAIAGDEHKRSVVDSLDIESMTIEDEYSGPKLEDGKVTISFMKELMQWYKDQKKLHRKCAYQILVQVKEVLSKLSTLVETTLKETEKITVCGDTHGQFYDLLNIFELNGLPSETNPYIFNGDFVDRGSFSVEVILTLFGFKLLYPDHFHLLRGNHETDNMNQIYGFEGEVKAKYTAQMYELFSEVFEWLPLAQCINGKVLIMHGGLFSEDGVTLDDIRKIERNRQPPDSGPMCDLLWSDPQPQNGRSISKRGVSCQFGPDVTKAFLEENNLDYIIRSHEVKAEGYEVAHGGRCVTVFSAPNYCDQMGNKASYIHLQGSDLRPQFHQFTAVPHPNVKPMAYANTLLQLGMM
proCasp3 act: activators of human procaspase-3; AID 463141; activation, % at 8.5 µM; 330,000 tested, 0.11% active; recombinant procaspase-3 D3A, Ac-DEVD-pNA absorbance 405 nm;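 active means activation above the mean of all tested compounds plus 3 SD, cut at about 21% in these data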;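 further: 0% = DMSO alone and 100% = DMSO wells spiked with extra 5 µM PC-3 D3A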
Target sequence (P42574 whole entry D9A/D28A/D175A): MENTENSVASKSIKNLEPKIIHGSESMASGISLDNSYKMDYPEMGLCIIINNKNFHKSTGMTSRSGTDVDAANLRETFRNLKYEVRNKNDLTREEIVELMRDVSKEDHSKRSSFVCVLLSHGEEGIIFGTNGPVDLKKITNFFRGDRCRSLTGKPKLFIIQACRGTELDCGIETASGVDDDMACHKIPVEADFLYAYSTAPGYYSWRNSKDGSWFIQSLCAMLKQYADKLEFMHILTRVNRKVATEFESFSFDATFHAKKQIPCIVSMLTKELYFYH
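Assay system: Autoprocessing-dead procaspase-3 D3A mutant enzyme; also added: Ac-DEVD-pNA; doses: one concentration, 8.5 µM nominal, 0.8% DMSO; times: 1 h compound preincubation, 2 h substrate hydrolysis at 25 °C; technique: 405 nm absorbance of p-nitroaniline, reads at 0 and 120 min; measure: % activation between DMSO and enzyme-spiked controls; repeats: single replicate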
JMJD2C inh: inhibitors of human GASC-1 (JMJD2C) demethylase. GST-JMJD2C(1-420) H3K9me3 demethylation, DELFIA europium. inhibition, % at 2.35 µM. 330,000 tested, 0.069% active. Q9H3R0. AID 2099;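 active means more than half of a compound's replicate wells show inhibition beyond 50%, single wells judged on their own value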;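 further: signal counts dimethyl H3K9 product captured on neutravidin plate; 0% = median of DMSO wells and 100% = 0.3 times that DMSO median; strong numbers were not always called active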
PP1 counter: PP1-alpha (human) inhibition in PP5 counter-screen; P62136; purified PP1alpha, OMFP fluorescence; inhibition, % at 6.7 µM; 320,000 tested, 0.9% active; AID 2235;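 active means inhibition above the mean inhibition of all tested compounds plus 3 SD, computed separately for each screening campaign, cut at about 15% in these data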
VLA-4 inh: inhibition in a human VLA-4 binding assay; P13612; VLA-4 expressing cells, ligand binding flow cytometry; inhibition, % (about 7 µM as worked out from the volumes in the protocol); 330,000 tested, 0.2% active; AID 2557; in the data active means inhibition above about 50%
GRK2 inh: inhibitors of human GRK2 displacing RNA aptamer. P25098. bead flow cytometry, FAM-aptamer displacement from GRK2. inhibition of aptamer binding, % at 10 µM. 330,000 tested, 0.59% active. AID 488847;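 active means inhibition of aptamer binding above 40%, roughly 3 SD of noise, on plates passing a quality check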;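 further: median bead fluorescence of bound FAM aptamer so fluorescent compounds give negative values; no value below 0 was filed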
proCasp7 act: counter-screen: procaspase-7 (human) activation. activation, % at 8.5 µM. 330,000 tested, 0.093% active. AID 463210. recombinant procaspase-7, Ac-DEVD-pNA absorbance 405 nm; D23A/D198A/D206A triple mutant, cannot self-cleave; scale: DMSO 0, 5 µM enzyme 100. P55210;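 active means percent activation above the screen-wide mean plus 3 SD, cut at about 25% in these data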
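Assay system: Uncleavable procaspase-7 mutant enzyme / Input: 2 µM procaspase-7 mutant as dispensed / Dosing: single nominal 8.5 µM compound dose, 0.8% DMSO final / Timing: 1 h enzyme–compound preincubation and 2 h substrate reaction, both 25 °C / Detection: p-Nitroaniline absorbance at 405 nm, read at 0 and 120 min / Replication: singlicate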
HCV core dimer: blocks dimerization of HCV core protein | TR-FRET GST/Flag-core106 dimerization, 1536-well | inhibition, % at 5 µM | 300,000 tested, 0.33% active;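 active means inhibition above the mean of all tested compounds plus 3 SD, set per screening campaign, cut at about 45% in these data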
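Assay system: Tagged HCV core106 pair (GST and Flag) | Buffer or medium: KF-containing HEPES buffer, pH 7.45, DTT, CHAPS, BSA | Also added: Eu donor and XL665 acceptor anti-tag antibodies | Dosing: One concentration, 5 µM, in 0.5% DMSO | Timing: 4 h at 22.5 °C | Technique: TR-FRET 671 and 617 nm emission | Repeats: Singlicate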
Fh CTSL1 inh: counter-screen for PFM18AAP inhibitors: inhibitors of F. hepatica cathepsin L1 | recombinant F. hepatica cathepsin L1, Z-Leu-Arg-MCA fluorescence | inhibition, % at 5.96 µM | 300,000 tested, 0.49% active;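 active means inhibition above the mean of all tested compounds plus 3 SD, set per screening campaign, cut at about 17% in these data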;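 further: 0% = plate median of test compound wells and 100% = 1 µM Z-Phe-Ala-diazomethylketone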
The depositor's hits bear a star; . = no result given; & = joins results of further samples.

smiles	PP5 primary	proCasp3 act	JMJD2C inh	PP1 counter	VLA-4 inh	GRK2 inh	proCasp7 act	HCV core dimer	Fh CTSL1 inh
CCN(CC)C(=O)c1ccccc1NS(=O)(=O)c1cccs1	2.1	2	7	-2	-2	0	-4	-10	1
CCCCn1c(N2CCC(Cc3ccccc3)CC2)nc2c1c(=O)[nH]c(=O)n2C	2.9	7	18	11	11	5	4	28	5
Cc1cccc(Nc2nc3ccccc3n3nnnc23)c1	4.6	8	-3	4	9	0	-3	7	-1
Cn1ccnc1SCC(=O)c1cccc(C(F)(F)F)c1	3.6	-8	3	1	6	4	-17	2	-1
O=C(Nc1ccc2c(c1)OCO2)c1ccc(Br)o1	1.7	2	6	-2	-16	0	-7	3	0
Cn1nnnc1Sc1ncnc2scc(-c3cccs3)c12	-1.6	-4	-2	0	17	0	4	.	.
CN(C(=O)c1cnccn1)c1nnc(-c2cnccn2)s1	1.5	-14	5	1	-2	0	-10	-9	0
CCOC(=O)c1[nH]c(C(=O)O)c(OC(=O)CC)c1C	-1.7	-4	-5	-3	2	2	2	15	-1
O=C(c1c(F)cccc1F)N1CCN(c2ncc(Br)cn2)CC1	-0.8	-5	6	-3	16	4	-3	4	3
O=C(O)c1ccc(NC(=S)NC(NC(=O)c2ccco2)C(Cl)(Cl)Cl)cc1 (stereo not drawn)	-1.9	0	8	-4	1	0	-4	1	0
COc1ccc2c(C(=O)CN(C)C3CCCCC3)c[nH]c2c1	-2.3	-16	8	6	-48	2	-17	0	1
CCOc1cc(C(=O)OCC(=O)c2cc(C)n(CC3CCCO3)c2C)ccc1OCC(=O)N1CCOCC1 (stereo not drawn)	0.6	9	-4	-2	4	1	5	9	-6
CCOC(=O)C1=C(COC(=O)COc2ccc(C#N)cc2)NC(=O)NC1C (stereo not drawn)	2.7	-4	27	-3	-8	0	9	-1	-7
CCN(CC)C(=O)CSc1nnc(CNc2ccc(F)cc2)n1-c1ccccc1	0.9	-2	-16	-1	3	0	-4	3	2
CCOC(=O)C(Cc1ccccc1)NC(=O)CCc1c(C)nc2ncnn2c1C (stereo not drawn)	0.4	9	-2	-3	-6	0	-9	0	2
CCO[C@H]1OC(C(=O)NCc2nc3ccccc3[nH]2)=C[C@@H](c2ccc(C(F)(F)F)cc2)[C@@H]1CCCO	5.5	12	5	0	16	0	-6	0	4
COc1ccc(CCNC(=O)c2nnn(CC(=O)Nc3c(C)cc(C)cc3C)c2N)cc1OC	-7.3	11	14	6	18	3	1	-14	11
O=S(NC1CCCCC1)C12CC3CC(CC(C3)C1)C2 (stereo not drawn)	2.3	3	0	-3	-2	0	10	-4	-2
CCCOC(=O)c1ccc(NC(=O)c2c(Cl)ccc(Cl)c2OC)cc1	2.0	-4	-1	5	-4	2	0	-5	3
COc1ccc(-c2nnn(CC(=O)N(CCN3CCOCC3)C(C(=O)NC3CCCC3)c3ccco3)n2)cc1 (stereo not drawn)	1.8	8	-8	0	18	0	5	-2	1
CCCCCCCCc1nc(SCC(C)=O)n[nH]1	-1.5	10	-22	1	11	0	6	-5	0
O=C(OC(C(=O)NC1CCCC1)c1cccnc1)C1=Cc2ccccc2OC1 (stereo not drawn)	2.2	18	1	3	16	1	-7	-4	-19
CC(=O)N1CCc2cc(Br)cc(S(=O)(=O)N3CCCCCC3)c21	-1.4	-7	30	2	-1	0	4	0	-2
O=C(Nc1nc2ccccc2s1)c1cc2c(s1)-c1ccccc1OC2	3.1	-7	0	-18	-3	2	0	-8	-5
O=c1[nH]cnc2c1sc1nc3c(c(-c4ccc(Cl)cc4)c12)CCC3	2.8	4	31	0	2	0	5	25	0
Cc1ccc(C(=O)NCC(=O)OCc2c(F)cccc2Cl)s1	.	5	1	.	15	1	9	.	.
CC(C)c1ccc(S(=O)(=O)N2CCN(C(=O)CN3C(=O)c4ccccc4C3=O)CC2)cc1	.	-1	2	.	-4	3	-4	.	.
CCOc1ccc(C(=O)COC(=O)c2cc([N+](=O)[O-])ccc2N2CCOCC2)cc1	0.5	-8	-4	-1	-6	1	9	2	5
COCCCN(CC(=O)Nc1ccc(N2CCOCC2)cc1)S(=O)(=O)c1ccc(C)cc1	0.2	-2	-3	-5	12	0	3	2	-3
CCOC(=O)/C=C1\SCC(=O)N1CC(=O)NC1CCCCC1	2.9	-1	-2	-2	2	1	0	3	5

An excerpt from above in order of the proCasp3 act value, smallest number first.
Molecule | proCasp3 act
CN(C(=O)c1cnccn1)c1nnc(-c2cnccn2)s1 | -14
O=C(Nc1nc2ccccc2s1)c1cc2c(s1)-c1ccccc1OC2 | -7
Cc1cccc(Nc2nc3ccccc3n3nnnc23)c1 | 8

The results go on:
smiles	PP5 primary	proCasp3 act	JMJD2C inh	PP1 counter	VLA-4 inh	GRK2 inh	proCasp7 act	HCV core dimer	Fh CTSL1 inh
CN1/C(=C/C=C(C#N)C#N)C=Cc2ccccc21	4.0	2	7	1	-3	0	-5	-15	4
Cc1ccc(C)c(NC(=O)C(Sc2nc3ccccc3c(=O)n2CC(C)C)c2ccccc2)c1 (stereo not drawn)	2.5	8	4	0	-6	3	-1	20	0
CN1N=C(/C=C/c2ccccc2)CCC1=O	-1.2	-1	2	-1	-2	1	-3	-3	4
CCN(CC)C(=O)CN(c1ccc2c(c1)OCO2)S(C)(=O)=O	2.4	-2	3	-7	6	0	5	-6	-2
O=C(Nc1ccc(OC(F)F)c(Cl)c1)[C@@H]1CCCN1C(=O)c1cccs1	-0.1	-2	-7	2	-6	2	4	1	-3
COCc1nnc(NC(=O)c2ccc(OC)cc2OC)s1	0.3	3	-1	-2	4	0	9	-3	-2
O=C(CN=C1NS(=O)(=O)c2ccccc21)OCC(=O)c1cc(F)ccc1F	-0.9	-6	13	-3	40	0	2	-2	1
O=C(NNC(=O)c1ccccc1[N+](=O)[O-])c1cnccn1	0.9	12	6	-11	18	0	0	2	-3
CCOCCCNCC(=O)Nc1cc(S(=O)(=O)N2CCOCC2)ccc1N1CCOCC1	.	8	6	.	-3	0	7	.	.
Cn1c(=O)c(C(=O)c2ccccc2)c(O)c2ccccc21	-0.2	-6	7	-4	6	0	5	-2	-2
Cn1cccc1C(=O)NC(=O)CSc1nnc(C2CC2)n1-c1ccccc1	1.3	1	-1	1	7	6	-2	8	-30
CCCC1CCC(=NNC(=O)CNc2ccc(OC)cc2)CC1 (stereo not drawn)	1.9	-1	6	5	-4	1	-2	-9	-1
C=CC[n+]1c(-c2ccc(Cl)cc2Cl)csc1Nc1c(C)n(C)n(-c2ccccc2)c1=O	0.0	-5	21	-1	-17	0	-4	15	1
Cc1cc(C(=O)NCC(C)(C)N2CCOCC2)c(C)o1	-0.2	5	2	2	16	1	7	-3	2
Cc1ccc(-c2[nH]c3ccccc3c2SCCNC(=O)c2cc3ccccc3oc2=O)cc1	5.3	-1	-6	0	16	0	3	26	1
COc1ccc(Cl)cc1-n1c(N)c(C(N)=O)sc1=S	2.0	-1	0	-2	-2	0	-4	-1	0
COc1ccccc1OCC(=O)Sc1ccc(C)cc1	0.1	8	4	-5	-2	0	-5	-4	-24
COc1ccccc1NC(=S)NCCc1ccc(Cl)cc1	-1.6	-3	-7	-6	4	1	7	1	-5
NC(=O)C1CCN(C(=O)CCNS(=O)(=O)c2ccccc2F)CC1	1.2	0	-4	-3	10	1	10	.	.
COc1ccccc1N1CCN(C2CCN(C3CCC(c4ccccc4)CC3)CC2)CC1 (stereo not drawn)	1.1	1	2	2	16	0	-2	0	-5
O=C(CSc1n[nH]c(-c2ccccc2Cl)n1)NC1CCCCC1	-4.0	-5	7	-3	6	0	-4	-8	-5
Cn1nc(C(=O)OCC(=O)c2ccc(Cl)cc2)c2ccccc2c1=O	.	4	4	.	12	15	-1	.	.
COc1ccc(OC)c(CNC(=O)C2CCN(S(C)(=O)=O)CC2)c1	-1.3	6	5	-1	1	16	3	-7	3
C/C(=N\N(C)C)C1=C(O)c2ccccc2C1=O	1.7	5	-5	-6	-1	0	0	1	1
COC(=O)C1CCN(CC(=O)NC(=O)Nc2ccccc2F)CC1	.	0	-1	.	0	1	0	.	.
CN1CCN(c2nc(NCc3ccco3)nc(N)c2[N+](=O)[O-])CC1	0.3	-5	8	-7	23	3	0	0	-3
Cc1ccc(S(=O)(=O)Nc2nc(C)c(NC(=O)Nc3ccc(Cl)cc3Cl)s2)cc1	3.0	-6	28	1	7	1	-24	23	-2
CC(=O)c1c(C)[nH]c2ccccc2c1=O	3.8	2	5	-6	3	0	-1	4	1
CC(=O)Nc1ccc(SCc2csc(C)n2)cc1	-0.1	-13	-1	-6	3	0	1	11	-3
CCN(CC)CCn1c(O)c(N=O)c2ccccc21	-0.4	4	1	-3	-2	0	4	0	-1
COc1ccc(NC(=O)CC2Oc3ccc(C)cc3NC2=O)cc1 (stereo not drawn)	3.4	-3	7	-12	0	5	-2	2	-5
COC(=O)c1sccc1NC(=O)c1ccccc1[N+](=O)[O-]	2.8	0	-2	-1	7	0	17	-10	-1
O=C(NC(Cc1ccccc1)C(=O)O)NC12CC3CC(CC(C3)C1)C2 (stereo not drawn)	0.6	-11	1	-2	5	1	1	-15	2
Cc1cc(C)n(CCc2nc(-c3ccc(-c4ccccc4)cc3)cs2)n1	2.3	-6	3	-2	1	0	3	4	-3
O=C(Nc1cccc(NS(=O)(=O)c2ccc(S(=O)(=O)NC3CC3)cc2)c1)c1ccccn1	2.5	-8	-3&0	1	0	0	5	-3	-5
Cc1nc2nc(-c3ccc(F)cc3)cn2nc1C	1.8	-2	-5	-2	-16	0	4	0	-3
CCCc1nc(N2CCCC2)c(C#N)c2c1CCCC2	-0.5	2	0	-1	-13	1	6	-2	0
CN(C)S(=O)(=O)c1ccc(C(=O)OCC(=O)NC(=O)NCc2ccccc2)cc1	0.4	1	6	-2	10	0	4	6	0
COc1ccc(CNC(=O)N2CCN(S(=O)(=O)c3ccc(C)cc3C)CC2)cc1	0.7	2	13	3	6	2	-2	13	-2
Cc1c(C(c2cccc([N+](=O)[O-])c2O)c2c(C)n(C)n(-c3ccccc3)c2=O)c(=O)n(-c2ccccc2)n1C	-0.2	2	3	0	3	0	-4	-6	-1
Fc1ccc(-c2ccc(/C=N/n3cnnc3)o2)cc1	1.1	8	8	-2	-3	1	-7	-3	-1
CN(C)c1nc(N(C)C)nc(N(C#N)Cc2ccc(Cl)cc2)n1	1.9	-1	-8	0	2	2	-1	0	-5
Cc1ccccc1NC(=O)CNC(=O)c1ccc(C(F)(F)F)cc1	1.2	6	3	0	5	0	15	-1	5
